Salmonella PhoP GFP: PhoP-dependent GFP reporter repression – Salmonella Typhimurium, primary screen (AID 1863). S. Typhimurium PhoP-regulated promoter GFP reporter, 4 h; higher % means a stronger effect. inhibition, % at 50 µM, or IC50 in µM where a hit was titrated. 300,000 tested, 0.16% active;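 active means inhibition over 29.93%, a cutoff 3 SD above the screen mean, later confirmed by dose response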;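 further: 0% = low Mg2+ inducing control and 100% = high Mg2+ repressing control; strong numbers were not always called active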
LYP inhibition: inhibitors of LYP phosphatase, biochemical, fluorescence intensity, uHTS (AID 1779); recombinant LYP phosphatase, fluorescence intensity; higher % means a stronger effect; inhibition, % at 11.5 µM; hits with a dose series show IC50 in µM; 290,000 tested, 0.054% active;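 further: plate controls were vehicle with enzyme for no effect and no enzyme for full effect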
HEK293 NOD2/NF-kB: NOD2 signaling inhibitors, cell-based, luminescence, uHTS, HEK293 (AID 1566); HEK293 NOD2/NF-kB luciferase reporter, luminescence; higher % means a stronger effect; inhibition, % at 4 µM, or EC50 in µM where a hit was titrated; 290,000 tested, 0.63% active; further: many of its hits are not listed in these tables
HIV peptide binding: inhibitors of HIV fusion peptide binding, primary screen, biochemical, uHTS, fluorescence dequenching (AID 1986) | 290,000 tested, 0.3% active | inhibition, % at 20 µM, or IC50 in µM where a hit was titrated | cell-free peptide binding, fluorescence dequenching, 30 min; higher % means a stronger effect; in the data active means inhibition mostly above about 52%, no sharp cut-off; inactive means mostly below about 76%; further: some results filed as inactive read as strong as hits
NOD1 inhibition: inhibition of NOD1-driven NF-kB reporter – cell-based, luminescence, uHTS, primary screen (AID 1578) | NOD1-driven NF-kB luciferase reporter cells, luminescence; higher % means a stronger effect | inhibition, % at 4 µM, or EC50 in µM where a hit was titrated | 290,000 tested, 1% active; in the data active means inhibition mostly above about 36%, no sharp cut-off; inactive means mostly below about 34%;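 further: HEK-293T reporter cells stimulated with the NOD1 agonist gamma-tri-DAP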
KOR beta-arrestin-1: kappa opioid receptor blockers – cell-based, luminescence, uHTS (AID 1778). KOR beta-arrestin recruitment, luminescence, antagonist mode; higher % means a stronger effect. one-dose inhibition, % at 10 µM; IC50 in µM for titrated hits. 290,000 tested, 0.091% active; further: strong numbers were not always called active
Myeloid diff 2: myeloid differentiation induction | ER-HoxA9 myeloid progenitors, lysozyme-GFP differentiation, flow cytometry | calls only at 10 µM | 360,000 tested, 1% active | AID 624256;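 active means normalized GFP-positive differentiation at or above the plate's own cutoff, the solvent-only control mean plus 3 SD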;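 further: cells exposed to compound for four days before flow analysis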
Siah-1 displacement: Siah-1 peptide-binding antagonists, primary screen, biochemical, fluorescence polarization, rhodamine-plectin, uHTS (AID 1817); displacement, % at 20 µM, or IC50 in µM where a hit was titrated; Siah-1 / rhodamine-plectin peptide fluorescence polarization; higher % means a stronger effect; 290,000 tested, 0.02% active;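 active means displacement of at least 50% at 20 µM, with a fluorescence ratio check between 0.3 and a set limit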;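 further: plate controls were Siah plus tracer with DMSO for no effect and tracer alone without Siah for full effect; strong numbers were not always called active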
KOR beta-arrestin-2: kappa opioid receptor activators – cell-based, luminescence, uHTS, primary screen (AID 1777); KOR beta-arrestin recruitment, luminescence; higher % means a stronger effect; one-dose activation, % at 10 µM; EC50 in µM for titrated hits; 280,000 tested, 0.02% active; in the data active means activation above about 50%, passing the limit was not always enough; further: a part of the inactive calls stands beside numbers as strong as those of hits
Myeloid diff 2 GFP+ MAC1+ %: further read-out of Myeloid diff 2, marked with its call; GFP+ MAC1+ double positive, %; measured here: differentiation confirmed by MAC1 staining
* = called active by the depositor; i = inactive; x = not tested or not shown; [ ] = remark or other dose. Unless noted, no stated cut-off is given here; in the data, active means inhibition above about 50%; inactive means the rest.

smiles | LYP inhibition | Myeloid diff 2 GFP+ MAC1+ % | HIV peptide binding | Siah-1 displacement | HEK293 NOD2/NF-kB | KOR beta-arrestin-1 | NOD1 inhibition | Salmonella PhoP GFP | KOR beta-arrestin-2 | Myeloid diff 2
Cc1ccc(NC(=O)CSc2nnc3ccccn23)cc1 | -4% | 0.2 | 0.2% | 3% | -16% | -7% | -56% | 3% | -1.8% | i
Cn1nc([N+](=O)[O-])nc1Sc1nnc(-c2ccccc2)o1 | -13% | 3.9 | 0.0% | -6% | -49% | -84% | 65% | 9% | -2.0% | i
CC(C)Nc1oc(-c2cccc3ccccc23)nc1C#N | -14% | 3.4 | -1.2% | 2% | -51% | 13% | -53% | -16% | 6.1% | i
CC(=O)C1=C(C)NC(SCc2cccc3ccccc23)=C(C#N)C1c1ccco1 (stereo not given) | 8% | 0.7 | 27% | 3% | -9% | 6% | -26% | -1% | -3.9% | i
O=C(NCc1cccs1)C1CC(=O)N(c2ccc(Cl)cc2)C1 (stereo not given) | -10% | 0.5 | 0.5% | -6% | 9% | -20%[20 µM] | -36% | 2% | 7.0% | i
COc1ccc(/C=N/n2cnn(Cc3ccccc3Cl)c2=S)cc1 | 0% | 0.2 | -0.9% | 1% | -5% | -14% | 30% | -1% | -0.7% | i
CCN(CC(=O)N1CCCC1)S(=O)(=O)c1ccc(OC)cc1 | -7% | 0.3 | 1.5% | -1% | 12% | -43%[20 µM] | -3% | -9% | 0.3% | i
CCc1ccc(N2C(=O)c3sc4nnc(C)c(=O)n4c3C2=O)cc1 | -2% | 0.8 | -2.7% | -4% | -1% | -28% | 4% | -1% | 2.6% | i
O=C(CNS(=O)(=O)c1cccs1)N1CCc2ccccc2C1 | 2% | 0.7 | 0.2% | 5% | -34% | -10% | -6% | 4% | 1.6% | i
Cc1ccc(C2SCC(=O)N2Cc2cn3ccsc3n2)o1 (stereo not given) | -3% | 1.0 | -0.6% | -6% | -7% | -56% | -1% | 0% | 0.4% | i
CCOc1ccc(NC(=O)Nc2nc3ccc(S(C)(=O)=O)cc3s2)cc1 | -5% | 0.4 | -1.2% | 2% | 5% | -30% | -5% | 0% | -3.8% | i
Cc1ccc(C(=O)N2CCN(c3ccccc3F)CC2)cc1S(=O)(=O)N1CCOCC1 | -3% | 0.2 | -1.3% | 1% | 9% | 1% | -22% | 4% | -5.2% | i
O=C(Nc1ccccc1C(=O)O)c1cccc(NC(=O)c2ccco2)c1 | -5% | 0.5 | 8.4% | 2% | 11% | -40%[20 µM] | 0% | -5% | 10% | i
O=C(Nc1ccc(F)cc1)N1CCCCCC1 | -11% | 1.9 | 1.3% | 11% | 1% | -7% | -42% | -4% | 0.7% | i
Cc1cccc(NC(=O)C2CCN(S(=O)(=O)c3cccc4nsnc34)CC2)c1 | -3% | 0.4 | -1.5% | 4% | 15% | 22% | -12% | -7% | -3.8% | i
COc1ccc(NC(=S)N=Nc2c(O)[nH]c3ccccc23)cc1 | 1% | 0.5 | -2.3% | -3% | 8% | 23% | -2% | -6% | -0.7% | i
COc1ccc(/C=C/C(=O)OCC(=O)Nc2cc(S(=O)(=O)N(C)C)ccc2Cl)cc1 | -4% | 0.2 | 0.3% | -10% | 16% | 1% | -12% | 1% | -1.0% | i
CC(C)OP(=O)(c1ccc(N(C)C)cc1)C(Nc1ccccc1)c1cccnc1 (stereo not given) | 5% | 0.4 | 0.4% | 2% | 9% | 15% | -14% | -4% | 6.8% | i
O=C(Cc1cccs1)N/N=C\c1ccc([N+](=O)[O-])s1 | -7% | 1.4 | 18% | 6% | x | 0% | x | -10% | 37% | i
COc1cccc(/C=C2\CCC(C3CCCC3)C2=O)c1OC (stereo not given) | -6% | 1.0 | -0.1% | 9% | -34% | -10% | 2% | x | 0.2% | i
O=C(NCCO)c1cccc2c1-c1ccccc1C2=O | -5% | 0.6 | -2.4% | -2% | 5% | -25% | -24% | -12% | -0.8% | i
O=C(NNC(=O)c1cc2ccccc2cc1O)c1cccs1 | -1% | 0.2 | 11% | 0% | -46% | 12% | -8% | -4% | -1.3% | i
CCC(Oc1ccccc1)C(=O)Nc1ccc(S(=O)(=O)Nc2ncccn2)cc1 (stereo not given) | -8% | 7.1 | 3.8% | -3% | 7% | -55% | 12% | 3% | -0.2% | i
Cc1nn(Cc2c(F)c(F)c(F)c(F)c2F)c(C)c1NC(=O)c1cccc(COc2ccc(Cl)cc2)c1 | 3% | x | 4.0% | -1% | -51% | 21% | -22% | 4% | 0.0% | x
O=C(c1ccc(F)cc1)N1CCOCC1 | -7% | 0.3 | -0.3% | 1% | 5% | 17% | -11% | 2% | -2.4% | i
CC(=O)c1ccc(-n2nncc2-c2ccc([N+](=O)[O-])cc2)cc1 | -3% | 2.5 | -0.6% | -9% | 8% | 18% | -19% | -6% | -3.5% | i
O=C1C=C(O)c2cccc(O)c2C1=O | -10% | 2.3 | 25% | -6% | -28% | 39% | 11% | 5% | 7.3% | i
O=C(Nc1nnc(CC(=O)N2CCOCC2)s1)c1cccs1 | -4% | 1.3 | 1.0% | 5% | 6% | 27% | -8% | -9% | -0.5% | i
COc1ccc(OC)c(NC(=O)CC2SC(=N)N(c3ccccc3)C2=O)c1 (stereo not given) | 5% | 0.3 | 3.6% | 0% | 8% | -14% | -32% | -3% | -1.6% | i
O=C(Nc1ccccc1)OC1CCC2CC1CCC2OC(=O)Nc1ccccc1 (stereo not given) | -8% | 1.3 | -1.8% | -4% | -86% | -5% | 4% | 17% | 5.3% | i

The closing two compounds of the section before are carried over, then new ones follow:
smiles | LYP inhibition | Myeloid diff 2 GFP+ MAC1+ % | HIV peptide binding | Siah-1 displacement | HEK293 NOD2/NF-kB | KOR beta-arrestin-1 | NOD1 inhibition | Salmonella PhoP GFP | KOR beta-arrestin-2 | Myeloid diff 2
COc1ccc(OC)c(NC(=O)CC2SC(=N)N(c3ccccc3)C2=O)c1 (stereo not given) | 5% | 0.3 | 3.6% | 0% | 8% | -14% | -32% | -3% | -1.6% | i
O=C(Nc1ccccc1)OC1CCC2CC1CCC2OC(=O)Nc1ccccc1 (stereo not given) | -8% | 1.3 | -1.8% | -4% | -86% | -5% | 4% | 17% | 5.3% | i
Cc1ccc(S(=O)(=O)N2CCC(NC(=O)c3ccccc3)CC2)cc1 | -9% | 0.4 | -0.8% | -1% | -24% | -39% | 24% | -1% | 9.3% | i
CC(C)c1ccc(/C=C2\Oc3c(ccc(O)c3CN3CCN(C)CC3)C2=O)cc1 | 1% | 0.1 | 40% | 14% | 10% | -1% | -15% | -21% | -1.5% | i
Cc1cc(C)cc(OCC(=O)NNC(=O)CCC(=O)NCc2ccccc2)c1 | -8% | 1.3 | 1.6% | 4% | 13% | 11% | -7% | -4% | 2.6% | i
COc1ccc(C(F)(F)F)cc1N/C=C\c1nnnn1-c1ccc(C)cc1 | -2% | 1.3 | -0.4% | 1% | 17% | -6% | 8% | -1% | -1.0% | i
COC(=O)CSc1nnc(CNC(=O)c2ccccc2OC)n1-c1ccc(OC)cc1 | 0% | 6.1 | -1.4% | 0% | -5% | -11% | -18% | -1% | -0.6% | i
CCOc1ccccc1N1CCN(C(=O)C(F)(F)F)CC1 | -3% | 1.7 | 2.7% | 3% | 12% | -62% | -4% | -2% | 5.6% | i
COc1ccc2oc(C(=O)c3ccccc3)c(N)c2c1 | 0% | x | 3.0% | -1% | -135% | 15% | 5% | 7% | -4.1% | x
Cc1ccc(CNC(=O)C23CN(Cc4ccccc4)CC2C(c2cccc([N+](=O)[O-])c2)=NO3)cc1 (stereo not given) | 15% | 3.2 | -1.3% | -4% | 15% | -5% | 9% | 4% | -1.1% | i
COCCN1CCN(C(=O)c2ccc3oc(CCc4ccccc4)nc3c2)CC1 | -7% | 1.0 | 0.8% | -3% | -18% | -19% | -39% | 1% | 10% | i
O=C1C=C(c2ccccc2)CCC1 | -6% | 2.3 | -0.1% | 2% | -10% | -49%[20 µM] | -7% | -2% | 2.2% | i
O=C(N/N=C/C=C/c1ccc([N+](=O)[O-])cc1)C1COc2ccccc2O1 (stereo not given) | -4% | 1.1 | 7.7% | -9% | 3% | -26% | -5% | -2% | 4.6% | i
CCc1nccn1S(=O)(=O)c1ccc(OC)c(C)c1C | -7% | 1.3 | 0.1% | 1% | 16% | -21% | 3% | 0% | -7.2% | i
Cc1ccc(NC(=O)CN(Cc2ccco2)Cc2ccccc2O)cc1C | 0% | 0.5 | -2.0% | 5% | -2% | 4% | 13% | 11% | -3.3% | i
O=C1OCCN/C1=C\C(=O)c1ccccc1 | -7% | 0.3 | -1.5% | 15% | -9% | -2% | -8% | -1% | -0.9% | i
N#Cc1c(N)nc(N2CCCC2)c(C#N)c1-c1ccc(Cl)cc1 | -1% | 1.3 | 8.8% | -2% | 17% | 20% | x | -5% | 3.3% | i
Cc1ccc(N(C(=O)c2snc(C(N)=O)c2N)C(C(=O)NCCC(C)C)c2ccco2)cc1 (stereo not given) | 5% | 0.3 | -0.8% | 3% | 6% | -6% | 2% | -3% | -3.6% | i
c1ccc2[nH]c(CN3CCN(c4ncnc5c4oc4ccccc45)CC3)nc2c1 | -6% | 0.4 | 61% | 1% | 6% | -35% | -1% | -8% | 0.9% | i
COC(=O)CCCCCN1C(=O)NC(c2ccccc2)C(C(=O)OCc2ccccc2)=C1C (stereo not given) | 0% | 7.5 | 2.9% | 0% | 22% | 20% | 3% | -1% | 0.1% | i
O=C(CSc1ccc2nnc(CCNC(=O)c3ccc(F)cc3)n2n1)NCC1CCCO1 (stereo not given) | -4% | 1.7 | -0.5% | 12% | 5% | 23% | -17% | -7% | -1.6% | i
O=C(O)c1ccccc1CSc1ncn[nH]1 | 3% | 1.4 | 0.9% | 2% | -11% | -4% | -6% | -7% | 6.0% | i
CCCCN(CCCC)C(=O)/C=C/c1cccc([N+](=O)[O-])c1 | -3% | 1.4 | -2.4% | -7% | -8% | 14% | -8% | 15% | -1.5% | i
CCCS(=O)(=O)N1CCCC(C(=O)NCc2ccco2)C1 (stereo not given) | -11% | 1.0 | -1.0% | -4% | -58% | -20% | -16% | 11% | 2.3% | i
Cc1cc(C)c2cc(C(=O)Nc3ccc4c(c3)OCO4)[nH]c2c1 | 4% | x | -1.6% | 4% | -6% | 7% | -18% | -7% | 7.3% | x
COc1ccccc1C(=O)NCC(=O)N/N=C/c1ccncc1 | -8% | 0.0 | -0.2% | -3% | 20% | -12%[20 µM] | -6% | 5% | -6.6% | i
COc1ccc(-n2c(=S)[nH]c3cc(C(=O)NCc4cccnc4)ccc3c2=O)c(OC)c1 | -9% | 0.7 | -0.2% | 2% | 12% | -35% | -21% | 4% | 0.7% | i
O=c1[nH]c(CSc2nnc(Cc3ccccc3)o2)nc2ccccc12 | -2% | 0.6 | 1.1% | 2% | 5% | 7% | -7% | -4% | -4.5% | i
COc1ccc(C(=O)COC(=O)C(CC(C)C)N2C(=O)c3ccccc3C2=O)cc1 (stereo not given) | 5% | 1.4 | 0.8% | 0% | -4% | -17% | -16% | -10% | 3.2% | i
CC(=O)c1ccc(NCCC(=O)c2ccccc2)cc1 | -1% | 0.5 | 0.3% | 4% | 10% | -67%[20 µM] | -30% | -3% | 1.3% | i
COc1ccc(-n2c(C)ccc2-c2ccccc2)cn1 | 1% | 0.6 | 111% | 7% | 7% | 5%[20 µM] | -11% | -9% | -7.3% | i
CCOc1ccccc1N1CCN(C(=O)NCc2ccc(Cl)cc2)CC1 | -7% | 1.2 | 0.1% | -6% | -17% | -20% | 44% | 3% | 3.3% | i

A portion of the library; count on the stated rates, not on these rows.
